Screening data deposited in PubChem BioAssay by Sanford-Burnham Center for Chemical Genomics.
SENP1 inh: SENP1 (human) catalytic domain inhibition; Q9P0U3; recombinant SENP1 catalytic domain, CyPet-SUMO1-YPet FRET cleavage; inhibition, % at 10 µM; 360,000 tested, 0.21% active; AID 624204;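 active = inhibition at least 30% at 10 µM, raw YFP signal under a set limit, fluorescence ratio 0.5 to 1.5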;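 note: 0% = enzyme with DMSO and 100% = no enzyme wells; some results filed as inactive read as strong as hits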
Target sequence (Q9P0U3 419-644 limits assumed): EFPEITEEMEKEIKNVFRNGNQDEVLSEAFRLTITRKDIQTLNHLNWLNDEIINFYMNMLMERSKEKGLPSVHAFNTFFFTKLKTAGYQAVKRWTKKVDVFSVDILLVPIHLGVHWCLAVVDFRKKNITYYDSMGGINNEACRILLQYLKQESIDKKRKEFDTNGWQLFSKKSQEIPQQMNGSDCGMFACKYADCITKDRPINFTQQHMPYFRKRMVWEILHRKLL
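Test system: hSENP1 catalytic domain, recombinant; Amount: 20 pM final SENP1 enzyme; Medium: Tris pH 8 buffer plus EDTA, NaCl, BME, BSA, NP40, catalase; Schedule: 50 min enzyme reaction, room temperature, light-protected; Technique: FRET fluorescence in CFP and YFP emission channels; Controls: no-enzyme wells low, DMSO-plus-enzyme wells high control.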
mIAP block: blocks mouse intestinal alkaline phosphatase; purified mouse IAP, CDP-Star luminescence, 30 min; inhibition, % at 10 µM; 330,000 tested, 0.2% active;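 active = inhibition of at least 40% at 10 µM in the primary screen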;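 note: plate controls were DMSO with enzyme for no effect and no enzyme wells for full effect; values of inactives mirror those of a sister screen read the other way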
beta cell repl: MIN6 beta-cell proliferation induction | MIN6 cells proliferation, ATPlite luminescence, 48 h; cells starved in 0.2% serum; 100% = growth in 10% serum | proliferation, % at 10 µM | 330,000 tested, 0.29% active | AID 2380;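 active = compounds whose signal lies at least 3.5 SD above the mean of all wells on their plate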;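 note: 0% = DMSO-treated cells in low-serum medium and 100% = 10% serum control; some compounds called inactive have numbers as strong as hits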
NALP3 yeast inh: NALP3 inhibition in yeast; Yeast reconstituted NLRP3/ASC/caspase-1, beta-gal luminescence, 24 h; inhibition, % at 10 µM; 330,000 tested, 0.39% active; AID 2825;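 active = inhibition of 50% or more; inactive = inhibition below 50%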;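 note: plate controls were induced DMSO wells for no effect and uninduced yeast grown without galactose for full effect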
hIAP inh: human IAP inhibition; AID 2544; 330,000 tested, 0.12% active; purified IAP, CDP-Star luminescence, 30 min; inhibition, % at 10 µM;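 active = inhibition reaching a set limit with compound at 10 µM in the primary screen, cut at about 35% in these data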;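 note: plate controls were DMSO wells with enzyme for no effect and no-enzyme buffer wells for full effect; values of inactives mirror those of a sister screen read the other way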
Target sequence (P09923 whole entry, looked up): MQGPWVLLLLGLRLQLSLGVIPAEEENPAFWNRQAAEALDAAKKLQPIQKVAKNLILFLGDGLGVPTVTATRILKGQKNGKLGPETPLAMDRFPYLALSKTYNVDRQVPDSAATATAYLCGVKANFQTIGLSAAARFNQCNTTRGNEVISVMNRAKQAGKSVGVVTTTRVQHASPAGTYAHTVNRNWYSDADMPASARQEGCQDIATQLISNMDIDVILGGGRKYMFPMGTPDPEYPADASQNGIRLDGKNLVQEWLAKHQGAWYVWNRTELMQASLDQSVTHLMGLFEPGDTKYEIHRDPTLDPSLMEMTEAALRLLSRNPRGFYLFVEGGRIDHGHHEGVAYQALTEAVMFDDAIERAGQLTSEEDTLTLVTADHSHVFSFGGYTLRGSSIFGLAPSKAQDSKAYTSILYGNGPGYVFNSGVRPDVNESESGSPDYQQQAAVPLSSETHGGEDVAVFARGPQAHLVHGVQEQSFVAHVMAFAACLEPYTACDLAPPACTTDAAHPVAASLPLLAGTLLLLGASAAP
hIAP activ: increases human intestinal alkaline phosphatase activity; P09923; purified human IAP, CDP-Star luminescence, 30 min; active compounds read high; 1 = vehicle-only enzyme, 0 = enzyme-free background; activation factor at 10 µM; 330,000 tested, 0.16% active; AID 2524;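 active = activation factor of the enzyme at least 2-fold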; note: the source names both 10 and 20 µM as test concentration; values of inactives mirror those of a sister screen read the other way
A3A deaminase: inhibitors of human APOBEC3A DNA deaminase | P31941 | recombinant A3A, FAM/TAMRA ssDNA deamination fluorescence | inhibition, % at 20 µM | 330,000 tested, 0.41% active | AID 493011;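 active = at least 40% inhibition at 20 µM here, with at most 30% in a related deaminase screen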;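 note: plate controls were A3A with DMSO for no effect and wells lacking A3A enzyme for full effect; some results filed as inactive read as strong as hits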
Target sequence (P31941 whole entry, looked up): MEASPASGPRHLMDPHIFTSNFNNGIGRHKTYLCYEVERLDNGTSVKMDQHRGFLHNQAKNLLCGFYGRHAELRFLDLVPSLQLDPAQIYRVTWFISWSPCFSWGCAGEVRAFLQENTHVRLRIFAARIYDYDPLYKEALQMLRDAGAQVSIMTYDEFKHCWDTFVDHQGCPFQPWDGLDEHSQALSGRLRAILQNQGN
mIAP activ: mouse IAP activation; muIAP, CDP-Star luminescence, 30 min; active compounds read high; 1 = vehicle-only enzyme signal, 0 = enzyme-free wells; activation factor at 10 µM; 330,000 tested, 0.24% active;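 active = activation factor of at least 2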; note: the source names both 10 and 20 µM as test concentration; values of inactives mirror those of a sister screen read the other way
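System: Mouse IAP enzyme | Also added: CDP-Star substrate | Dosing: Compounds dispensed in DMSO | Schedule: 30 min enzyme-substrate-compound incubation at room temperature | Technique: Chemiluminescence readout | Control set: DMSO-only wells and no-enzyme negative control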
APOBEC3G inh: blocks human APOBEC3G single-stranded DNA deamination; Q9HC16; recombinant A3G, ssDNA deamination FAM/TAMRA fluorescence; inhibition, % at 20 µM; 330,000 tested, 0.28% active;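 active = inhibition of at least 40% at 20 µM, with no more than 30% in the related APOBEC3A deaminase screen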;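 note: plate controls were DMSO wells with A3G for no effect and wells lacking A3G enzyme for full effect; some compounds called inactive have numbers as strong as hits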
Numbers without * were called inactive.

SMILES	SENP1 inh	mIAP block	beta cell repl	NALP3 yeast inh	hIAP inh	hIAP activ	A3A deaminase	mIAP activ	APOBEC3G inh
COc1cc(/C=N/NC(=O)CCn2nc(C)cc2C)ccc1O	4.1	1.1	-0.6	-2.6	-15.7	1.16	2.7	0.989	-4.6
CCc1nnc(NC(=O)CSc2nnc(-c3ccoc3C)n2-c2ccc(C)cc2)s1	7.5	7.9	-0.4	4.0	1.9	0.981	0.3	0.921	-3.2
CC(C)(C)OC(=O)N1CCC[C@H]1C(=O)N/N=C/c1cccc2nccnc12	0.7	-14.0	-3.5	-5.0	-1.7	1.02	0.2	1.14	4.1
COc1ccc(C2(c3ccc(OC)cc3)NC(=O)N(Cn3nnc4ccccc4c3=O)C2=O)cc1	-1.0	5.1	-1.1	7.7	-10.8	1.11	-1.3	0.949	-2.4
CCOC(=O)C1CCC(CNCc2ccccc2C)CC1 (configuration not stated)	3.0	-0.4	-0.2	9.4	-5.3	1.05	-1.5	1	-4.4
CCn1c(/C=C/c2ccc([N+](=O)[O-])o2)nc2ccccc2c1=O	6.7	11.4	-6.1	19.9	13.0	0.87	2.2	0.886	0.0
N#C/C(=C\c1ccccc1)C(=O)Nc1cc(S(=O)(=O)N2CCOCC2)ccc1N1CCCC1	1.0	-8.9	-4.3	17.5	-7.8	1.08	-0.1	1.09	-4.7
Cc1ccc(-n2c(N)c(C(=O)NCc3cccnc3)sc2=S)cc1	1.9	-4.7	0.0	0.4	-2.2	1.02	-5.9	1.05	6.2
Cn1c(=O)[nH]c(=O)c2c1nc(NC1CCCCC1)n2CCO	-3.6	7.4	-0.8	9.9	5.6	0.944	-5.3	0.926	-5.9
CCOC(=O)C(NC(=O)Nc1ccc(F)cc1F)(Oc1ccccc1)C(F)(F)F (configuration not stated)	1.9	-4.9	0.0	5.4	-18.7	1.19	-2.7	1.05	-3.2
CCc1ccc(C(=O)NCc2cccs2)s1	0.0	1.3	-1.8	28.1	5.9	0.941	-6.6	0.987	-6.0
CCNC(=O)NCCc1c[nH]c2ccc(Cl)cc12	-1.3	1.5	-0.3	2.7	6.3	0.937	-2.2	0.985	-4.0
COc1ccccc1NC(=O)COC(=O)C1CC(=O)N(c2ccc3c(c2)OCCO3)C1 (configuration not stated)	0.3	-12.7	1.5	14.7	-1.9	1.02	0.6	1.13	-3.7
N#Cc1c(N)nc2c3c(sc(=N)c2c1N)NC(=O)CC3c1ccccc1 (configuration not stated)	-19.4	13.1	-1.9	-4.2	-2.2	1.02	0.0	0.869	-5.9
C=C(C)CNC(=S)NNC(=O)CCn1c2ccccc2c2ccccc21	2.5	0.5	-2.7	7.4	-94.8	1.95	-2.4	0.995	-4.4
Cn1c(SCc2nc3ccccc3s2)nnc1-c1cccs1	-9.4	1.0	3.3	8.9	6.8	0.932	-0.6	0.99	-4.2
Oc1ccc(-c2csc(-c3c[nH]c4ccccc34)n2)c(O)c1	0.0	13.9	-1.1	21.9	9.9	0.901	1.6	0.861	-5.1
CCOc1ccc(CCNC(=O)C2CCN(S(=O)(=O)N3CCOCC3)CC2)cc1OCC	2.0	2.5	2.3	12.4	-5.7	1.06	-2.2	0.975	-3.7
COc1ccc([C@H]2CC(=O)C=C(c3cccc(Cl)c3)C2)cc1	-1.0	9.2	-5.6	25.2	2.6	0.974	-1.7	0.908	-3.8
O=C(COc1ccc(F)cc1)N(c1ccccn1)C1CCCCC1	4.3	13.3	2.3	-4.1	0.6	0.994	-2.9	0.867	-4.6
Cc1ccc(Cl)cc1NC(=O)Cn1c(C)csc1=O	1.0	13.4	-0.4	7.5	3.5	0.965	6.2	0.866	0.5
COc1ccc(CCC(=O)Nc2nccs2)cc1OC	-1.1	4.7	-1.2	11.8	-20.0	1.2	-3.4	0.953	-9.3
COC(=O)N/N=C(\C)c1ccc(Br)cc1	-0.2	1.6	-0.9	24.9	-42.7	1.43	-0.5	0.984	-3.2
Cc1ccc(S(=O)(=O)Nc2cc(S(=O)(=O)N3CCCCC3)ccc2N2CCOCC2)cc1	-0.5	-0.5	-1.3	1.9	-14.3	1.14	3.4	1	4.3
CSCC(C)N1CCC(n2nccc2NC(=O)CCc2ccccc2)CC1 (configuration not stated)	-68.4	-5.3	-0.2	2.9	-4.9	1.05	2.1	1.05	2.5
COc1ccc(Cl)cc1S(=O)(=O)N(C)CC(=O)NCc1ccc2c(c1)OCO2	0.6	-2.3	0.0	13.9	3.2	0.968	-2.8	1.02	-6.0
O/N=C1\CCCc2c1nc(-c1ccccc1F)n2O	1.1	3.9	-1.3	-5.5	-10.3	1.1	0.0	0.961	-8.0
Cc1ccc(S(=O)(=O)N2CCOCC2)cc1NC(=O)c1cc2ccccc2oc1=O	-0.4	-7.1	5.0	-5.8	-2.0	1.02	-2.3	1.07	-7.8
Cc1cnc(CN(C)Cc2nc(Cc3cccc(C(F)(F)F)c3)no2)[nH]1	-1.0	5.2	1.3	16.6	-7.0	1.07	-1.1	0.948	-1.5
CCC(C)NC(=O)CN1C(=O)CC(C)(C)S(=O)(=O)c2ccccc21 (configuration not stated)	-6.4	-4.7	0.1	5.2	10.5	0.895	-4.7	1.05	-7.4
CCc1cccc(NC(=O)C2CCN(S(=O)(=O)c3ccc4c(c3)CC(C)N4C(C)=O)CC2)c1 (configuration not stated)	0.5	-115.3	-5.6	14.5	4.2	0.958	3.1	2.15*	6.5
COCCNC(=O)c1ccc(CSCc2cccc(Cl)c2)o1	2.7	-5.2	0.0	15.9	-11.7	1.12	-3.5	1.05	-1.0
CC(C)(C)c1nc(SCC(=O)Nc2ccc(N3CCOCC3)cc2)c2ccccc2n1	0.8	2.8	1.6	21.2	1.0	0.99	-4.5	0.972	-6.7
Cc1cc(C)cc(NC(=O)c2cccc(NC(=O)C3C4CC5OC(=O)C3C5C4)c2)c1 (configuration not stated)	0.0	-7.4	0.0	28.2	-22.6	1.23	2.0	1.07	1.5
CC(C)(C)N(Cc1ccccc1)C(=O)CCc1ccccc1	0.3	-2.9	1.9	-24.8	-15.1	1.15	0.2	1.03	-1.5
CC#C[C@]1(O)CC[C@H]2[C@@H]3CCC4=CC(=O)CCC4=C3[C@@H](c3ccc(N(C)C)cc3)C[C@@]21C	0.1	2.5	-6.4	21.0	3.2	0.968	-2.0	0.975	-4.8
Cc1ccc(NC(=O)N(CCC(=O)O)Cc2ccccc2)cc1	1.7	7.8	-1.2	-3.7	7.8	0.922	-2.8	0.922	-5.1
C=CCOc1ccc(/C(O)=C2/C(=O)C(=O)N(CCN3CCOCC3)C2c2ccc(C)cc2)cc1 (configuration not stated)	-3.9	-4.2	-2.1	-0.4	-4.6	1.05	-4.4	1.04	-3.3
CC(=O)Oc1ccc(OC(C)=O)c(SCCCCCN2CCOCC2)c1	-0.1	2.2	-6.6	10.9	0.3	0.997	1.6	0.978	-1.1
COc1cc2c(c(OC)c1OC)C(=O)CC2	-0.8	1.1	-2.2	15.2	-7.0	1.07	-2.0	0.989	-7.7
Cc1ccc(NC(=O)c2ccc(S(=O)(=O)NCc3ccco3)cc2)nc1	3.0	3.2	-4.1	21.5	-5.0	1.05	0.6	0.968	-4.9
CCOc1ccc(NC(=O)CSc2nc3ccccc3c(=O)n2CCCC(=O)N2CCCC2)cc1	2.1	1.8	-2.1	5.9	8.5	0.915	0.4	0.982	-3.9
CCN(CC)CCCn1c2c(c(SCC(=O)Nc3cc(C)on3)nc1=O)CCC2	-2.9	-0.6	0.1	3.9	4.1	0.959	-4.1	1.01	1.7
Cc1[nH]nc(SCC(=O)NCC(C)C)c1[N+](=O)[O-]	4.1	-4.2	1.2	7.8	-10.5	1.1	5.9	1.04	1.7
Cc1c(C=O)c(C=O)c(C)n1Cc1ccccc1	2.6	3.3	0.0	11.0	3.8	0.962	0.1	0.966	-0.5
CN1CCCN(C(=O)C2CCC(C(=O)N3CCCN(C)CC3)CC2)CC1 (configuration not stated)	1.7	-3.2	-2.4	7.4	6.2	0.938	-9.7	1.03	5.0
O=C(c1ccc2c(=O)n3c(nc2c1)CCCCC3)N1CCN(C(c2ccccc2)c2ccccc2)CC1	-1.1	2.9	-5.8	18.0	8.2	0.918	3.5	0.971	1.3
O=C(COc1ccccc1)N=C1SC2CS(=O)(=O)CC2N1c1ccc(F)cc1 (configuration not stated)	-0.3	-6.5	1.5	13.0	-26.0	1.26	2.7	1.06	1.6
Cn1c(=O)[nH]c(=O)c2c1nc(SCC(N)=O)n2Cc1cccc(Br)c1	1.6	4.7	1.5	8.3	-6.4	1.06	-3.2	0.953	-8.8
O=C(CCSCc1ccc(Cl)cc1)NCc1cccs1	0.0	-9.7	-1.4	34.6	-10.9	1.11	6.3	1.1	-5.7
COc1ccc(Cc2nc3ccccc3n2CC(=O)N/N=C/c2ccccc2)cc1OC	-1.5	-11.5	-2.9	16.0	4.1	0.959	1.1	1.11	2.6
COc1ccc(-c2csc3ncnc(N4CCN(c5ccccc5O)CC4)c23)cc1	-3.8	-2.8	-6.4	16.8	16.0	0.84	1.0	1.03	-1.0
O=C(O)C1=CCCN(CCON=C(c2ccccc2)c2ccccc2)C1	0.8	-2.2	-0.8	5.2	-0.4	1	2.0	1.02	0.4
COc1cc(OC)cc(C(=O)Nc2cc(C)nn2-c2ccccc2)c1	2.0	-1.2	0.0	10.0	3.2	0.968	0.3	1.01	-1.7
CCN(CC)S(=O)(=O)c1cccc(-c2nnc(SCC#N)n2Cc2ccccc2)c1	-10.6	0.3	-0.9	0.3	8.6	0.914	-3.6	0.997	-7.4
CC(C(=O)NCC1CCCO1)N1C(=O)C2C3CC(C(Br)C3Br)C2C1=O (configuration not stated)	1.9	2.2	-2.1	2.2	-11.4	1.11	0.0	0.978	-1.0
S=C(c1ccc(N2CCCC2)c(Br)c1)N1CCCCC1	0.1	15.3	-1.5	24.6	5.5	0.945	7.3	0.847	-0.8
Cc1ccc(OCC(=O)c2c(N)n(C)c(=O)n(C)c2=O)c([N+](=O)[O-])n1	-21.8	12.6	2.0	-1.2	11.6	0.884	47.5	0.874	44.0
Brc1ccc(C2=Nn3cnnc3SC2)cc1	2.3	2.9	-0.2	16.9	-4.5	1.04	-5.0	0.971	-8.9
COC(=O)c1sccc1NC(=O)CSc1ccccc1NS(=O)(=O)c1cc(Cl)ccc1Cl	-0.2	-1.4	-6.2	9.1	4.8	0.952	-6.0	1.01	-6.7
CCNC(=S)N1CCC(C(=O)c2ccc(Cl)cc2)CC1	-1.4	-6.5	-0.3	2.3	-16.1	1.16	-4.0	1.06	-6.0
COc1ccc(CCNC(=O)C23CCC(C)(C(=O)O2)C3(C)C)cc1OC (configuration not stated)	2.0	-0.2	-2.4	0.3	5.0	0.95	-0.2	1	-7.1

A portion of the library. The share of hits here may be higher or lower than overall.
